From PubChem BioAssay
GalR3 antag: antagonists of human GalR3; HEK293 GalR3-CNG cAMP membrane potential fluorescence; galR3 body fused to GalR1 C-terminus; 0.44% of 360,000 active; O60755; inhibition, % at 3 µM;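 active = inhibition above the screen-wide average plus 3 SD, cut at about 13% in these data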;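 also: forskolin and galanin both at EC90 stimulate the cells; cAMP rise reported by CNG channel membrane potential dye signal; 0% = forskolin plus galanin with DMSO and 100% = forskolin alone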
Target sequence (O60755 1-299 limits assumed): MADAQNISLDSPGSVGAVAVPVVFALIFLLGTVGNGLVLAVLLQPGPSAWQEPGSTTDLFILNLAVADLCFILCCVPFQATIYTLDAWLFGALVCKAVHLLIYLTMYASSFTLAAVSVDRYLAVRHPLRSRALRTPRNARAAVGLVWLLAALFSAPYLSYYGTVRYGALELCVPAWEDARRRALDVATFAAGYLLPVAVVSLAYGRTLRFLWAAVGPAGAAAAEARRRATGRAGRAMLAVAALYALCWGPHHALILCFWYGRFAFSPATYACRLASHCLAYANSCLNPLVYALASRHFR
CRFR2-BP antag: CRF-BP/CRF-R2 complex antagonism; 0.59% of 350,000 active; inhibition, % at 11.8 µM; HEK293 CRF-R2/CRF-BP, CRF-induced calcium fluorescence;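 active = inhibition of the ligand-induced calcium signal above about 50% at the single tested concentration, limit read from the data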
NS3 helicase inh: blocks Hepatitis C virus NS3 helicase unwinding | NS3 helicase DNA unwinding, Cy5 molecular beacon fluorescence | AID 1800 | 0.56% of 290,000 active | inhibition, % at 10.9 µM;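 active = inhibition above the mean of all tested compounds plus 3 SD, set per campaign, cut at about 35% in these data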;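 also: 0% = DMSO wells and 100% = thioflavine S control wells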
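Assay system – hepatitis C virus NS3 helicase domain fragment enzyme · Buffer or medium – MOPS pH 6.5, MgCl2, DTT, Tween20, BSA · Reagent – Cy5/quencher beacon DNA duplex and ATP to start · Compound – single 10.9 µM dose · Timing – 1 h at 25 °C · Technique – Cy5 beacon fluorescence read at start and 1 h · Measure – % inhibition of unwinding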
VIM-2 inh: inhibitors of Pseudomonas aeruginosa VIM-2 metallo-beta-lactamase; purified VIM-2, nitrocefin hydrolysis, epi-absorbance fluorescence; inhibition, % at 5.6 µM; 0.89% of 290,000 active;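 active = inhibition above the mean of all tested compounds plus 3 SD, cutoff set per screening run, cut at about 7.5% in these data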;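 also: red hydrolysis product quenches plate fluorescence so inhibitors raise well fluorescence; 0% = enzyme with DMSO and 100% = DMSO without enzyme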
UBC9 SUMO inh: inhibitors of human SUMOylation (UBC9) | P63279 | HTRF SUMOylation assay, SAE1/SAE2 + UBC9, in vitro | inhibition, % at 35 µM | 0.36% of 290,000 active; in the data active = inhibition above about 50%, passing the limit was not always enough; also: strong numbers were not always called active
Target sequence (P63279 whole entry, looked up): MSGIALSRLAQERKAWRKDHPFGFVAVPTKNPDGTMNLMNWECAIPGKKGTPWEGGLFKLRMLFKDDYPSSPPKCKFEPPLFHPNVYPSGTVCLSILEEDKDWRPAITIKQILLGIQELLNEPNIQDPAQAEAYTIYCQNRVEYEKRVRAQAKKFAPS
IMP-1 inh: blocks Pseudomonas aeruginosa IMP-1 metallo-beta-lactamase; purified IMP-1, nitrocefin hydrolysis, epi-absorbance fluorescence; inhibition, % at 5.6 µM; 0.45% of 290,000 active;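 active = inhibition above the mean plus 3 SD of all compounds in the same screening run, cut at about 4.5% in these data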;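 also: 0% = IMP-1 with DMSO and 100% = DMSO wells lacking enzyme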
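System: purified IMP-1 / Input: IMP-1 dispensed at 0.2 nM / Medium: 50 mM HEPES pH 7.1, 50 µM ZnSO4, 0.05% Brij 35 / Timing: 15 min enzyme–compound preincubation, then 25 min nitrocefin reaction, 25 °C / Technique: plate fluorescence quenching by hydrolysis product, ex 480/em 530 nm / Repeats: singlicate testing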
IDE act: activators of human insulin-degrading enzyme in cells. P14735. HEK cells, FAbeta-B cleavage, fluorescence polarization; 0% vehicle, 100% cell-free pure enzyme wells. activation, % at 5.96 µM. 0.073% of 340,000 active;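 active = activation above the mean of all tested compounds plus 3 SD, set per screening campaign, cut at about 17% in these data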
pCIP destab: compounds decreasing mouse p/CIP protein stability | 0.01% of 290,000 active | Q05BA5 | decrease of EGFP signal, % at 10 µM | F442A p/CIP-EGFP cells, EGFP fluorescence, 16 h | AID 1984;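 active = EGFP signal decrease of at least 30% at 10 µM or well 3 SD below plate mean, unless failing retest; inactive = the rest, including hits failing retest or dose response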; also: some compounds called inactive have numbers as strong as hits; many of its hits are not listed in these tables
IDE inh: inhibitors of human insulin-degrading enzyme in cells. HEK cells, FAbetaB cleavage, fluorescence polarization. inhibition, % at 5.59 µM. 0.41% of 320,000 active. AID 434962;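 active = percent inhibition above the average of all tested compounds plus 3 SD, set per screening campaign, cut at about 16% in these data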;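 also: IDE supplied by intact live HEK cells; FP after avidin binding of uncleaved biotin substrate so inhibition keeps polarization high; 0% = DMSO wells and 100% = 60 µM reference IDE inhibitor Ii1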
An asterisk follows results filed as active; . = not tested or not shown.

Screens in order: GalR3 antag	CRFR2-BP antag	NS3 helicase inh	VIM-2 inh	UBC9 SUMO inh	IMP-1 inh	IDE act	pCIP destab	IDE inh
#1 CCOC(=O)c1c(C)[nH]c(C)c1S(=O)(=O)N1CCC(c2ccccc2)C1 (stereo not drawn)
    -11	-8	2	-1.9	5	-2.9	-1	-1	5
#2 Cc1cccc(/C=N/NC(=O)c2ccc(NC(=O)c3ccccc3C)cc2)n1
    -4	-12	1	-5.2	-10	-1.1	2	3	5
#3 Cc1ccc(-n2nc3c(c2NC(=O)c2cc4ccccc4o2)CS(=O)(=O)C3)cc1
    2	-7	1	-2.4	7	-3.3	5	-4	10
#4 CC(C)N1C(=O)C2C(C(=O)NC3CCCCC3)C3C=CC2(O3)C1C(=O)NC1CCCC1 (stereo not drawn)
    -6	-27	-4	-1.2	-11	-1.4	2	-3	4
#5 O=C(O)CN(c1ccccc1)C1SC(=O)NC1=O (stereo not drawn)
    6	12	-4	-0.5	4	-1.9	4	-7	3
#6 Cc1ccsc1/C=N/N1CCOCC1
    -1	8	9	-1.8	3	-4.3	7	0	1
#7 O=C(c1cc(Cl)nc2ccccc12)N1CCCCC1
    4	7	4	-2.5	23	-2.5	3	-13	-4
#8 COc1cccc(-n2nnc3c(=O)n(Cc4ccccc4Cl)cnc32)c1
    -2	20	-2	0.7	-3	-0.6	-4	7	-2
#9 Cc1cccc(Cn2nnc3c2C(=O)c2ccccc2C3=O)c1
    1	50	9	-0.9	27	-2.1	5	-2	-3
#10 Cc1ccc(N2CC(C(=O)Nc3ccc(S(=O)(=O)NCC4CCCO4)cc3)CC2=O)cc1C (stereo not drawn)
    3	-6	-9	-2.9	6	-2.6	0	1	-6
#11 Cc1nc(SC(C)C(=O)NC2CCCC2)c2ccccc2n1 (stereo not drawn)
    -3	15	.	.	.	.	1	.	0
#12 COc1cccc(OCC(=O)NCC2CCCO2)c1 (stereo not drawn)
    -6	-4	.	.	.	.	-2	.	3
#13 COc1cc(/C=N/NC(=O)c2cncc(Br)c2)ccc1OC(=O)c1ccc2c(c1)OCO2
    .	.	-6	0.1	8	46*	.	-18	.
#14 COCCn1c(SCC(=O)N2CCOCC2)nnc1-c1ccncc1
    -9	10	7	0.8	-5	-2.4	2	-4	-5
#15 O=C(Nc1ccccn1)c1ccc(Cl)c([N+](=O)[O-])c1
    -9	7	10	-0.3	10	-1.4	.	-17	-6

Pulled by structure from above:
Screens in order: GalR3 antag	CRFR2-BP antag	NS3 helicase inh	VIM-2 inh	UBC9 SUMO inh	IMP-1 inh	IDE act	pCIP destab	IDE inh
#14 COCCn1c(SCC(=O)N2CCOCC2)nnc1-c1ccncc1
    -9	10	7	0.8	-5	-2.4	2	-4	-5
#9 Cc1cccc(Cn2nnc3c2C(=O)c2ccccc2C3=O)c1
    1	50	9	-0.9	27	-2.1	5	-2	-3

The list continues.
Screens in order: GalR3 antag	CRFR2-BP antag	NS3 helicase inh	VIM-2 inh	UBC9 SUMO inh	IMP-1 inh	IDE act	pCIP destab	IDE inh
#16 Cc1sc2nc(C3CC3)nc(SCC(=O)N3c4ccccc4CC3C)c2c1C (stereo not drawn)
    .	-18	-6	-4.5	1	-3.0	2	-6	2
#17 N#Cc1cnc(SCC(=O)N2CCCC2)nc1N
    -4	-1	-2	-2.5	9	-4.0	4	2	4
#18 COc1ccc(NC(=O)c2ccccc2Sc2ccc(NC(C)=O)nc2)cc1
    0	32	1	-1.2	15	-3.8	4	-14	4
#19 COc1ccc(CNC(=O)CSCc2cccc(Cl)c2)cc1
    -2	6	2	-4.6	13	-4.4	8	-9	3
#20 NC(=O)CSc1oc(-c2ccco2)nc1S(=O)(=O)c1ccccc1
    0	0	19	1.4	8	0.7	1	-6	-5
#21 CCc1ccc(Nc2nnc(SCn3nnc4ccccc4c3=O)s2)cc1
    -2	3	3	-1.5	14	-2.4	-2	-3	4
#22 Cc1cnc(C(=O)Nc2nnc(C(C)C)s2)cn1
    -4	-4	3	-5.1	-6	-3.9	2	-2	-1
#23 C#CCOCCOCCOCCNc1nc(N2CCN(C(=O)[C@H](CCCCN)n3cc([C@@H](N)CO)nn3)CC2)nc(N2CCN(C(=O)[C@H](CCCCN)n3cc([C@@H](N)CC(C)C)nn3)CC2)n1
    -3	-9	.	.	.	.	2	.	-1
#24 O=C(CN1CCCCC1)N=Nc1c(O)[nH]c2ccccc12
    2	1	-5	-3.9	7	-2.5	2	6	1
#25 Cc1cccc(-n2ncc3c(NC4CCCCC4)ncnc32)c1
    -4	-31	-13	-3.3	-14	-2.1	6	-10	6
#26 Cc1ccc(N(CC(=O)NCc2ccc3c(c2)OCO3)C(=O)c2csnn2)cc1
    -9	3	1	-2.1	6	-2.0	3	-9	0
#27 CCC(CC)C(=O)NCc1ccccc1OC
    -5	22	1	-1.4	3	-3.3	-4	-8	-1
#28 CC(O)c1cccc(NC(=O)Cc2cccc3ccccc23)c1 (stereo not drawn)
    .	.	-2	-2.0	6	-0.5	.	7	1
#29 Brc1ccc2c(c1)CNc1c(ncnc1N1CCOCC1)O2
    -5	8	-7	1.9	7	0.4	-6	-3	-1
#30 O=Cc1ccc2noc(-c3ccc(F)cc3)c2c1
    2	-9	8	-4.2	22	-2.5	1	-36	12
#31 Cc1cc2oc(C(=O)Nc3ccc(S(=O)(=O)Nc4ncccn4)cc3)c(C)c2cc1Cl
    -1	14	15	-3.5	-10	-2.1	0	-10	.
#32 CCOC(=O)Nc1ccc(S(=O)(=O)N2CCC(C)CC2)cc1
    -4	6	-5	-2.6	7	-2.5	0	-2	-3
#33 CSc1ccc(-c2nc(CSCC(=O)N3CCOCC3)c(C)o2)cc1
    -4	-2	1	-1.1	-4	-2.9	-2	-2	2
#34 CC(=O)c1ccc(NC(=O)CN2C(=O)NC3(CCCc4ccccc43)C2=O)cc1 (stereo not drawn)
    -6	-12	.	.	.	.	3	.	-3
#35 CCSc1nc(-c2ccc(OC)cc2)n(-c2nc3ccccc3s2)n1
    -2	-21	-5	-1.1	-5	-2.8	2	2	2
#36 C[C@@H]1C=C(C(=O)O)O[C@H](OCc2ccc(CO)cc2)C1
    -1	5	3	1.5	16	-0.8	-5	-7	5
#37 Cc1ccc2c(C)nc(Nc3ncc4c(n3)CCCC4=O)nc2c1
    3	-4	2	-4.1	.	-6.5	.	.	-1
#38 CC(=O)Nc1cccc(-n2nnc(SCC(N)=O)n2)c1
    -4	13	0	-4.4	14	-3.3	7	-8	6
#39 c1ccc2[nH]c(SCc3ccc(-c4nnco4)cc3)nc2c1
    -3	-5	3	-3.5	0	-5.6	6	-10	5
#40 CC(=O)c1ccc(S(=O)(=O)N(CCCO)Cc2cc3cc4c(cc3[nH]c2=O)OCCO4)cc1
    -6	7	-2	0.2	9	1.1	-1	-12	2
#41 Cc1ccc(C(C(=O)NC2CCCC2)N(Cc2cccs2)C(=O)c2csnn2)o1 (stereo not drawn)
    0	4	9	-1.5	.	-3.2	2	.	0
#42 O=C(NCCCn1ccnc1)c1ccccc1Cl
    -8	9	-6	-0.9	14	-2.3	3	-19	-2
#43 COC(=O)C1=C(C)N(C2CCCCC2)C(=O)/C1=C\c1cccs1
    0	3	-16	-0.1	-3	-1.1	.	-10	-3
#44 N#Cc1ccc(NC(=O)COC(=O)CCNS(=O)(=O)c2ccccc2)cc1
    -1	29	-6	-1.1	-6	-2.7	-6	-1	-1
#45 Cc1cc(C)c(NC(=O)COC(=O)C2CCC(=O)N2)c(C)c1 (stereo not drawn)
    -6	7	20	-2.9	5	-4.7	4	8	-6
#46 CC(C)C[C@H](NC(=O)c1nc[nH]c1C(=O)N[C@@H](CCCCNC(=O)OC(C)(C)C)C(=O)OC(C)(C)C)C(=O)OC(C)(C)C
    -4	25	.	.	-30	.	2	-4	-5
#47 CC(C)C(=O)N=C1SC2CS(=O)(=O)CC2N1Cc1ccccc1 (stereo not drawn)
    -5	-6	-13	-3.4	1	-2.2	2	3	-6
#48 O=C(NCCN1CCOCC1)c1ccc(Cl)c(S(=O)(=O)N2CCCC2)c1
    0	-4	7	0.4	8	1.4	3	3	-3
#49 C/C(CC(=O)Nc1ccc(OCc2ccccc2)cc1)=N\NC(=O)C(=O)Nc1ccccc1C
    4	-9	5	-1.6	-27	-2.3	1	12	-2
#50 COc1ccc(-n2nc(C(=O)NCC3CCCO3)c3ccccc3c2=O)cc1 (stereo not drawn)
    1	19	8	-3.5	14	-2.1	0	-6	8
#51 CC(=O)c1ccc(NC(=O)C(C)N(C)CC(=O)Nc2ccccc2Cl)cc1 (stereo not drawn)
    -3	9	8	-4.5	-6	-3.3	-5	6	-2
#52 COc1ccccc1/C=C/C=N/NC(=O)c1cnccn1
    0	-1	5	-5.7	5	-2.7	-3	-1	1
#53 CCOc1ccc(CO[C@@H]2O[C@H](CO)[C@@H](O)[C@H](O)[C@H]2NC(C)=O)cc1OC
    -10	11	-7	-0.6	-4	-1.6	2	-8	.
#54 O=C(COc1ccccc1)Nc1cc2c3c(c1)CC(=O)N3CCC2
    -2	6	.	.	.	.	1	.	-5
#55 CC(C)(C)c1ccc(/C=C(\C#N)C(=O)NCCN2CCOCC2)cc1
    -2	-28	-16	-4.6	29	-2.9	-2	-10	9
#56 CCCc1nnc(SCC(=O)Nc2ccc(OC)cc2)n1N
    1	6	-9	3.3	4	-3.5	5	-7	3
#57 O=C(c1ccncc1)N1CCN(c2ccc(F)cc2)CC1
    -1	28	3	-0.6	37	-2.7	0	-10	7
#58 CC1CCc2nn(CC(=O)NCCN3CCCCC3C)cc2C1 (stereo not drawn)
    1	-7	1	-5.2	-7	-2.3	-2	-12	-1
#59 O=C(N/N=C/c1ccncc1)c1ccc2c(c1)OCO2
    0	3	-3	-1.4	10	-1.6	-2	1	-3

Gathered by group, the entries above containing a Cl atom
Screens in order: GalR3 antag	CRFR2-BP antag	NS3 helicase inh	VIM-2 inh	UBC9 SUMO inh	IMP-1 inh	IDE act	pCIP destab	IDE inh
#7 O=C(c1cc(Cl)nc2ccccc12)N1CCCCC1
    4	7	4	-2.5	23	-2.5	3	-13	-4
#8 COc1cccc(-n2nnc3c(=O)n(Cc4ccccc4Cl)cnc32)c1
    -2	20	-2	0.7	-3	-0.6	-4	7	-2
#15 O=C(Nc1ccccn1)c1ccc(Cl)c([N+](=O)[O-])c1
    -9	7	10	-0.3	10	-1.4	.	-17	-6
#19 COc1ccc(CNC(=O)CSCc2cccc(Cl)c2)cc1
    -2	6	2	-4.6	13	-4.4	8	-9	3
#31 Cc1cc2oc(C(=O)Nc3ccc(S(=O)(=O)Nc4ncccn4)cc3)c(C)c2cc1Cl
    -1	14	15	-3.5	-10	-2.1	0	-10	.
#42 O=C(NCCCn1ccnc1)c1ccccc1Cl
    -8	9	-6	-0.9	14	-2.3	3	-19	-2
#48 O=C(NCCN1CCOCC1)c1ccc(Cl)c(S(=O)(=O)N2CCCC2)c1
    0	-4	7	0.4	8	1.4	3	3	-3
#51 CC(=O)c1ccc(NC(=O)C(C)N(C)CC(=O)Nc2ccccc2Cl)cc1 (stereo not drawn)
    -3	9	8	-4.5	-6	-3.3	-5	6	-2
